Compound activity: PubChem, several laboratories
PolyA inh = inhibitors of polyadenylation in S. cerevisiae; S. cerevisiae SKY197-pL101 polyadenylation reporter, beta-gal luminescence; efflux-impaired pdr1/pdr3 knockout yeast; score 100 = 6 SD above DMSO; calls only at 12 µM; 0.02% of 300,000 active; AID 1875;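 active = lowest replicate activity score at least 50, where 100 means six control SD above control mean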;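 also: yeast exposed to compound for 9 h at 30 °C; higher score means more reporter readthrough which indicates perturbed polyadenylation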
TRPC4 PAM = allosteric potentiators of mouse TRPC4 channel. HEK293 TRPC4beta/mu-opioid, DAMGO EC20, Fluo-4 Ca2+ flux; active compounds read high. B-score at 10 µM. 0.42% of 310,000 active. AID 2227;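 active = B-score of calcium response area above 5 SD of library B-scores, with initial fluorescence ratio within 5 SD of library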;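 also: B-score of integrated fluorescence ratio over time as area under calcium response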
KCNQ1 pot = potentiates or activates the human KCNQ1 potassium channel | P51787 | CHO-K1 KCNQ1, thallium flux FluxOR fluorescence; active compounds read high | B-score at 10 µM | 0.35% of 310,000 active | AID 2648;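 active = fluorescence ratio B-score, a plate-corrected score, at least three library SD, with initial intensity B-score within 5 SD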
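Assay system: CHO-K1 cells stably expressing KCNQ1. Medium: assay buffer for compound exposure, DMSO matched across wells. Timing: 37 °C overnight plating, 90-min dark dye load, 20-min compound pretreatment. Signal: kinetic FluxOR fluorescence, 10 s baseline plus 110 s post-stimulus.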
KCNK9 inh = inhibitors of human KCNK9 two-pore domain potassium channel; Q9NPC2; HEK293 KCNK9, FluxOR thallium flux fluorescence; active compounds read low; B-score at 10 µM; 1.2% of 310,000 active;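 active = ratio B-score over 3 SD below the library mean, with starting fluorescence within 5 SD of its mean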;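 also: negative B-score means less thallium flux so channel inhibition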
Platelet DG rel = modulates dense granule release in human platelets; inhibition, %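 (compounds screened at 7.5 µM in platelet-rich plasma)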; 0.22% of 300,000 active; AID 1663; human platelet-rich plasma, SFLLRN dense granule ATP release, luminescence;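 active = mean replicate score, as percent of positive control, at or above 50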
hERG rescue = hERG (human) protection from proarrhythmic block. Q12809. CHO-hERG, FluxOR thallium flux, dofetilide IC70 present. activation (rescue from dofetilide block), less the hit threshold, % at 10 µM. 0.51% of 310,000 active. AID 1511;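 active = activation above the mean of controls blocked by dofetilide plus 5 SD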;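 also: thallium influx through hERG after potassium depolarization seen as dye fluorescence rise; in these data hits start at about 4.7%; inactives centre near -7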
Target sequence (Q12809 whole entry, looked up): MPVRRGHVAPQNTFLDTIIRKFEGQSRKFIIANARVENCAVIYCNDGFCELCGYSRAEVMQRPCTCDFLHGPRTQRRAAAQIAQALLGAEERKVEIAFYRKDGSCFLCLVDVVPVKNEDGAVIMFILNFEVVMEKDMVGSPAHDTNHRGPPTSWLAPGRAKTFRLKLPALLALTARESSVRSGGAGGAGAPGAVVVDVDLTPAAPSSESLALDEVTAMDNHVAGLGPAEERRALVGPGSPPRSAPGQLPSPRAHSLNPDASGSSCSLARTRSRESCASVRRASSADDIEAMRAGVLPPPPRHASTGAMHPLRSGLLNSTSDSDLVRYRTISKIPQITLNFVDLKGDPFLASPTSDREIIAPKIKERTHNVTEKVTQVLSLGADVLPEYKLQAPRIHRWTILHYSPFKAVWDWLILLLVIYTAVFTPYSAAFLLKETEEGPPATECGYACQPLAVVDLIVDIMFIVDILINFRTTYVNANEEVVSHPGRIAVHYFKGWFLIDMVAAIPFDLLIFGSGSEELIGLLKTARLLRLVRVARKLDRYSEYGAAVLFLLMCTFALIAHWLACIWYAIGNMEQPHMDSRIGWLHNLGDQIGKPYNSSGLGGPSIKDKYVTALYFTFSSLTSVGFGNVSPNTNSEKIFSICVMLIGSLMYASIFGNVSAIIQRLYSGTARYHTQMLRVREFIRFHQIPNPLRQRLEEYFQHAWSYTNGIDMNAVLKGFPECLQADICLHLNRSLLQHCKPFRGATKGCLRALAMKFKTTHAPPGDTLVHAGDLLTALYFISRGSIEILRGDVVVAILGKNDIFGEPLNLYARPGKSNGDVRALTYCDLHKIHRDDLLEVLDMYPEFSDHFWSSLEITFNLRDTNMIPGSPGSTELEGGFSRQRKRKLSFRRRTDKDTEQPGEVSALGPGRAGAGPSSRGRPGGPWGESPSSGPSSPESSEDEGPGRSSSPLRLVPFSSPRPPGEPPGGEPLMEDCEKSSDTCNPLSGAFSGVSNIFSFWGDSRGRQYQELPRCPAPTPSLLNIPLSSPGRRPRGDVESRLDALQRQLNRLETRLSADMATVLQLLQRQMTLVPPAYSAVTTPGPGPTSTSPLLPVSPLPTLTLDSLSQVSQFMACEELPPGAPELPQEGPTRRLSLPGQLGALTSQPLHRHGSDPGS
KCNK3 block = human KCNK3 channel inhibition, primary screen. 0.84% of 340,000 active. B-score at 10 µM. CHO-KCNK3 thallium flux, FluxOR fluorescence; active compounds read low. O14649;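 active = B-score under library mean minus 4 SD, starting fluorescence ratio at most library mean plus 5 SD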;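 also: more negative B-score means stronger inhibition of thallium flux through KCNK3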
TRPC4 agonist = opens the mouse TRPC4 cation channel; Q9QUQ5; HEK293 TRPC4beta/mu-opioid, Fluo4 calcium fluorescence; active compounds read high; B-score at 10 µM; 0.49% of 310,000 active; AID 2237;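 active = B-score above 5 SD of library B-scores, and initial fluorescence ratio not above library mean plus 5 SD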;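 also: positive B-score marks a calcium rise read as TRPC4 activation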
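Material: HEK293 stable line with TRPC4beta plus mu-opioid receptor; technique: Fluo4 calcium-sensitive dye fluorescence, kinetic, 1 Hz baseline; timing: Fluo4 dye loading 45 min at room temperature, 110 s recording; controls: assay buffer as low control, maximal DAMGO as high control; read-out: integrated baseline-normalised fluorescence ratio, converted to per-well B score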
KCNQ1 inh = blocks the human KCNQ1 potassium channel. P51787. CHO-K1 KCNQ1, FluxOR thallium flux fluorescence; active compounds read high. B-score at 10 µM. 1.3% of 310,000 active. AID 2642;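 active = compounds whose thallium flux B-score, printed positive for inhibition, exceeds three library SD while starting fluorescence stays within three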;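 also: channel opened by potassium depolarization with thallium stimulus after 20 min compound exposure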
DYRK1A inh = blocks rat Dyrk1A kinase activity; ADP-Glo luminescence, NFATc1 peptide; AID 504441; Q63470; inhibition, % at 12.5 µM; 0.43% of 310,000 active; in the data active = inhibition above about 50%;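 also: plate controls were vehicle with enzyme for no effect and no enzyme for full effect; many of its hits are not listed in these tables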
TRPC4 inh = inhibitors of mouse TRPC4 channel; Q9QUQ5; HEK293 TRPC4beta/mu-opioid, DAMGO-evoked Fluo4 calcium flux; active compounds read low; B-score at 10 µM; 0.39% of 300,000 active;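 active = B-score over 3 SD under the library average, no early fluorescence shift, positive overall ratio signal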
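System: stable TRPC4beta/mu-opioid receptor HEK293 cells; Dosing: single-point compound dosing; Measured by: Fluo4 Ca2+ flux fluorescence; Read-out basis: per-well B score of integrated baseline-normalized Fluo4 ratio.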
An asterisk follows results filed as active; i = inactive; . = no result given. The list is partial, so the mix of outcomes need not match the whole.

SMILES	PolyA inh	TRPC4 PAM	KCNQ1 pot	KCNK9 inh	Platelet DG rel	hERG rescue	KCNK3 block	TRPC4 agonist	KCNQ1 inh	DYRK1A inh	TRPC4 inh
CC(=O)Nc1ccc(S(=O)(=O)NC(CC(=O)NCCc2ccccc2)C(C)C)cc1 (configuration not stated)	i	i	i	i	-14	-2	i	i	i	-2	i
CCOC(=O)N1CCN(c2c(NCCCN(CC)Cc3ccccc3)c(=O)c2=O)CC1	i	i	i	i	0	-11	i	i	i	3	i
CCOC(=O)Cn1cc([N+](=O)[O-])c(OC)n1	i	i	i	i	12	-10	i	i	i	-3	i
CCC(c1nnnn1Cc1cccs1)N1CCN(C(=O)c2ccco2)CC1 (configuration not stated)	i	i	i	i	5	-6	i	i	i	3	i
Cc1cc(Cn2ccnc2)c(C)c([N+](=O)[O-])c1Cn1ccnc1	i	i	i	i	5	-5	i	i	i	0	i
O=C(CN1CCN(Cc2ccccc2)CC1)N1CCN(c2ccccc2)CC1	i	i	i	i	1	-11	i	i	i	.	i
CCOC(=O)Cc1nc2cc(Cl)ccc2o1	i	i	i	i	-3	-4	i	i	i	0	i
C=CCNC(=S)Nc1ccc(C)cc1[N+](=O)[O-]	i	i	i	i	-8	-5	i	i	i	-5	i
CCN(CC)S(=O)(=O)c1ccc(/C(O)=C2/C(=O)C(=O)N(CCOC)C2c2ccccc2)cc1 (configuration not stated)	i	i	i	i	-13	-6	i	i	i	1	i
CC1CC(C)CN(CCCSc2ccccc2)C1 (configuration not stated)	i	i	i	i	-2	-7	i	i	i	-5	i
O=C(Nc1ccccc1F)Nc1cccnc1Cl	i	i	i	i	16	-5	i	i	i	1	i
O=C(Cn1nc(-c2ccccc2)ccc1=O)NCCN1CCN(c2cccc(Cl)c2)CC1	i	i	i	i	10	-20	i	i	i	2	i
Cc1nc(Nc2nc3ccccc3o2)nc(C)c1C(=O)Nc1ccc(F)cc1	.	i	i	i	1	-10	i	i	i	4	i
NC(=O)C1(N2CCCCC2)CCN(C(=O)CSc2nc3ccccc3s2)CC1	i	i	i	i	-34	-10	i	i	i	-6	i
CCCCCNC(=O)CC1Nc2c3ccccc3nc(=S)n2C1=O (configuration not stated)	i	i	i	i	0	-12	i	i	i	-2	i
COc1cc(C=O)ccc1Oc1nc(Nc2ccc(F)cc2F)nc(N2CCOCC2)n1	i	i	i	i	-8	-10	i	i	i	0	i
CCOC(=O)C1CCCN(C(=O)Cn2ncc3c([nH]c4ccc(C)cc43)c2=O)C1 (configuration not stated)	i	i	i	i	-4	-5	i	i	i	-3	i
O=S1(=O)CCN(OCc2ccc(F)cc2Cl)CC1	i	i	i	i	7	-14	i	i	i	2	i
CC(=O)NC(Cc1ccccc1)C(=O)NC1CCN(C(=O)c2ccc([N+](=O)[O-])cc2)CC1 (configuration not stated)	i	i	i	i	5	-6	i	i	i	6	i
O=C(NC(=S)Nc1cccc2cc(O)ccc12)c1ccccc1Br	i	i	i	i	-13	-8	i	i	i	35	i

The closing 4 compounds of the section above open the next one:
SMILES	PolyA inh	TRPC4 PAM	KCNQ1 pot	KCNK9 inh	Platelet DG rel	hERG rescue	KCNK3 block	TRPC4 agonist	KCNQ1 inh	DYRK1A inh	TRPC4 inh
CCOC(=O)C1CCCN(C(=O)Cn2ncc3c([nH]c4ccc(C)cc43)c2=O)C1 (configuration not stated)	i	i	i	i	-4	-5	i	i	i	-3	i
O=S1(=O)CCN(OCc2ccc(F)cc2Cl)CC1	i	i	i	i	7	-14	i	i	i	2	i
CC(=O)NC(Cc1ccccc1)C(=O)NC1CCN(C(=O)c2ccc([N+](=O)[O-])cc2)CC1 (configuration not stated)	i	i	i	i	5	-6	i	i	i	6	i
O=C(NC(=S)Nc1cccc2cc(O)ccc12)c1ccccc1Br	i	i	i	i	-13	-8	i	i	i	35	i
COc1ccccc1-c1noc(-c2ccccc2)n1	i	i	i	i	12	-6	i	i	i	4	i
Cc1occc1C(=O)N/N=C/c1ccc[nH]1	i	i	i	i	-6	-2	i	i	i	.	i
Cc1ccc(N(C(=O)C(F)(F)F)C(C(=O)NC2CCCCC2)c2ccncc2)cc1C (configuration not stated)	i	i	i	i	-6	-5	i	i	i	-6	i
CC(=O)Nc1ccc2ccc3cccc4ccc1c2c34	i	i	i	i	-1	-2	i	i	i	14	i
COc1ccc2c(c1OC)C(=O)OC2Nn1cncn1 (configuration not stated)	.	i	i	i	6	-6	i	i	i	2	i
N#C/C(=C/c1ccc(N2CCOCC2)o1)c1ccc(Br)cc1	.	i	i	-12*	-8	-25	i	i	16*	-2	i
C=CCSc1nnc2n(CCc3ccccc3)c(=O)c3c4c(sc3n12)COC(C)(C)C4	i	i	i	i	-9	-9	i	i	i	-4	i
CCCCOc1ccc(C(=O)NN2CCOCC2)cc1	i	i	i	i	10	-11	i	i	i	2	i
CC(=O)N1CC(C)Sc2ccc(S(=O)(=O)NCc3ccc(F)cc3)cc21 (configuration not stated)	i	i	i	i	13	-6	i	i	i	2	i
CC(=O)Nc1ccc(NC(=O)CCS(=O)(=O)c2ccc3c(c2)oc(=O)n3C)cc1	i	i	i	i	13	-8	i	i	i	.	i
O=C(CCNC(=O)C1CCN(S(=O)(=O)c2ccc(F)cc2)CC1)Nc1ccccc1	i	i	i	i	7	-1	i	i	i	0	i
CN(C)S(=O)(=O)c1ccc2c(c1)nc(CCC(=O)Nc1ccc(N3CCOCC3)cc1)n2C	i	i	i	i	10	-12	i	i	i	.	i
Cc1cc(C(=O)OCC(=O)c2cccc([N+](=O)[O-])c2)c2ccccc2n1	i	i	i	i	-10	-8	i	i	i	2	i
Cc1ccc(C2Nc3ccccc3-c3nc4ccccc4n32)o1 (configuration not stated)	i	i	i	i	10	-11	i	i	i	8	i
Nc1cc2c([N+](=O)[O-])cccc2o1	i	i	i	i	5	-2	i	i	i	60*	i
CCOC(=O)C1CCN(C(=O)CSc2ccccc2Cl)CC1	i	i	i	i	0	-6	i	i	i	6	i
O=C(COc1ccc2ccc(=O)oc2c1)NC(Cc1ccc(Cl)cc1)C(=O)O (configuration not stated)	i	i	i	i	-4	-8	i	i	i	4	i
Cc1cccc(S(=O)(=O)c2c(C)cc(C)[nH]c2=O)c1	i	i	i	i	2	-5	i	i	i	0	i
CNc1nc(CCN2C(=O)c3ccccc3C2=O)cs1	i	i	i	i	10	-11	i	i	i	-3	i
COc1cccc(-n2c([S-])c(C(=O)Nc3ccc(C(F)(F)F)cc3)[n+]3ccccc23)c1	i	i	i	i	-2	-13	.	i	i	.	i
CCCc1c(C)c2cccc(C)c2[nH]c1=O	i	i	i	i	-11	-8	i	i	i	8	i
CCN1CCN(C(=O)CSc2ccc(C)cc2)CC1	i	i	i	i	4	1	i	i	i	.	i
CC(C)c1onc(C(=O)Nc2sc3c(c2C#N)CCC3)c1[N+](=O)[O-]	i	i	i	i	-11	-7	i	i	i	2	i
CCC1CCCCN1CCCNC(=O)c1c(O)nc2ccccn2c1=O (configuration not stated)	i	i	i	i	8	-9	i	i	i	-4	i
C#CCSc1nncn1C(=O)/C=C/c1ccccc1	i	i	i	i	0	-10	.	i	i	.	i
CC1CCc2nc3ccc(S(=O)(=O)N4CCC(C(=O)N5CCCCC5)CC4)cc3c(C(=O)O)c2C1 (configuration not stated)	i	i	i	i	-7	-12	i	i	i	-2	i
COc1ccc(CN(C(=O)c2ccco2)C2CCS(=O)(=O)C2)cc1 (configuration not stated)	i	i	i	i	0	-5	i	i	i	.	i
Cc1c(NC(=S)NC(=O)c2ccccc2Br)c(=O)n(-c2ccccc2)n1C	i	i	i	i	3	-5	i	i	i	-2	i
CCOCCNC(=O)c1ccccc1C(=O)NCCOCC	i	i	i	i	-2	-20	i	i	i	8	i
COc1cccc(CNC(=O)CCNC(=O)C2CCN(S(=O)(=O)c3ccccc3)CC2)c1	i	i	i	i	2	-8	i	i	i	-4	i
CN(C)S(=O)(=O)c1ccc(S(=O)(=O)Nc2ccc3c(c2)oc2ccccc23)cc1	i	i	i	i	4	-4	i	i	i	0	i
COCCCNC(=O)CSc1nc2cc(S(=O)(=O)N3CCCCC3)ccc2o1	i	i	i	i	-2	-12	i	i	i	15	i
COc1ccc(Cn2c(-c3ccc(OC)c(O)c3)nc3ccccc32)cc1O	i	i	i	i	2	-9	i	i	i	5	i
Cc1c2ccccc2nc2c(F)c(NCCO)c(F)c(F)c12	i	i	i	i	3	-24	i	i	6*	4	i
Cc1cc(NC(=O)CSc2n[nH]c(N)n2)no1	i	i	i	i	3	-4	i	i	i	.	i
Cc1n[nH]c(=O)nc1NC1CCCCC1	i	i	i	i	1	-2	i	i	i	-1	i
NC(=O)c1ccc(SCC(=O)OCC(=O)N2CCCC2=O)c([N+](=O)[O-])c1	i	i	i	i	1	-12	i	i	i	2	i
COc1ccc(CNS(=O)(=O)NCc2ccc(OC)c(OC)c2)cc1	i	i	i	i	1	-6	i	i	i	4	i
FC(F)Sc1ccc(NC(=S)NC(c2ccccc2)c2ccccc2)cc1	i	i	i	i	-7	-43	i	i	11*	4	i
CCc1c(C)nc2ncnn2c1NCCc1ccccc1	i	i	i	i	1	-15	i	i	i	8	i
O=C(N/N=C1\CCCc2ccccc21)c1cccc(Br)c1	i	i	i	i	6	-8	i	i	i	5	i
O=C(Cc1ccccc1)NCCS(=O)(=O)N1CCN(c2ccccc2)CC1	.	i	i	i	8	-15	i	i	i	-1	i
CC(=O)Nc1ccc(NC(=O)C2CC(=O)N(c3cccc(C)c3C)C2)cc1 (configuration not stated)	i	i	i	i	-2	-8	i	i	i	10	i
CC(C)=CCN1CCN(Cc2cc3ccccc3[nH]2)CC1CCO (configuration not stated)	i	i	i	i	9	-10	i	i	i	0	i
OCCCNC(=S)Nc1ccc(Br)cc1Cl	i	i	i	i	-3	-10	i	i	i	.	i
O=C(CN1CCN(c2ccccn2)CC1)Nc1ccc(F)cc1F	i	i	i	i	6	-7	i	i	i	-5	i
NC1=NC(c2ccccc2C(F)(F)F)N(c2ccc(F)c(Cl)c2)C(N)=N1 (configuration not stated)	i	i	i	i	5	-11	i	i	i	7	i
COc1cccc(S(=O)(=O)Nc2ccc(C(=O)NCc3ccco3)cc2)c1	i	i	i	i	-7	-9	i	i	i	8	i
